Source: PubChem (several laboratories)
SSB-PriA inh: inhibitors of Klebsiella pneumoniae PriA binding to SSB C-terminal tail, primary screen, biochemical, AlphaScreen. actives 0.6% (n = 430,000). AID 1272365, 2023. AlphaScreen SSBct-PriA binding, biotinylated peptide. inhibition, % at 33 µM; in the data active = inhibition mostly above about 37%, no sharp cut-off; inactive = mostly below about 20%;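 also: plate controls were negative control peptide for no effect and reference peptide for full effect; strong numbers were not always called active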
Vc quorum ag: inducers of Vibrio cholerae quorum light production without autoinducers, primary screen, BH1578 luxS cqsA deficient, single point. V. cholerae BH1578 lux reporter, luminescence, 6 h. activation, % at 18.7 µM. actives 0.16% (n = 350,000); in the data active = activation mostly above about 9.7%, no sharp cut-off; inconclusive = no clear call, values can overlap the other calls; inactive = mostly below about 3.7%; also: not every result past the cut was called active; inactives centre near 0; reference of the scale not given here
BoNT A protease: BoNT/A light chain protease inhibitors, primary screen, biochemical, flow cytometry, MLPCN library. multiplex microsphere protease substrate cleavage. inhibition, % at 10 µM. actives 0.17% (n = 360,000); also: plate controls were buffer without enzyme for full effect and enzyme alone for no effect
PfHsp40 rescue: rescue of yeast from PfHsp40 toxicity, primary screen, S. cerevisiae, ATP luminescence. S. cerevisiae expressing PfHsp40, growth rescue. growth rescue, % at 12.5 µM. AID 504582, 2011. actives 0.68% (n = 340,000); in the data active = growth rescue above about 28%, passing the limit was not always enough; inconclusive = no clear call, values can overlap the other calls;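 also: yeast W303a lacking pdr1 and pdr3 grown in galactose medium; growth measured after three days at 30 °C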
TcdB GH inh: TcdB glycohydrolase inhibitors, primary screen, biochemical, single point, plate reader; Toxin B (Clostridioides difficile), P18177; TcdB glycohydrolase enzymatic assay; inhibition, % at 9.99 µM; actives 0.24% (n = 350,000); AID 652162, 2013; in the data active = inhibition above about 10%
3CLpro inhibitor: SARS-CoV 3CLpro protease inhibitors, primary screen, biochemical, quenched FRET; Replicase polyprotein 1ab (Severe acute respiratory syndrome coronavirus), P0C6X7; recombinant SARS-CoV 3CLpro, quenched FRET peptide cleavage; inhibition, % at 6 µM; actives 0.14% (n = 290,000); AID 1706, 2009; in the data active = inhibition above about 12%
Y pestis TopoI: Yersinia pestis topoisomerase I inhibitors, primary screen, biochemical, cleavage product accumulation, plate reader, single point; DNA topoisomerase I (Yersinia pestis CO92); activity, % at 10 µM; actives 0.064% (n = 360,000); Y. pestis Topo-I cleavage product accumulation; in the data active = activity above about 50%, passing the limit was not always enough; inconclusive = no clear call, values can overlap the other calls; also: inactives centre near 2
PrPC TRFRET: inhibitors of human cell surface prion protein PrPC, primary screen, cell-based, TR-FRET; TR-FRET read-out; actives 0.43% (n = 370,000); AID 720596, 2013; Major prion protein (Homo sapiens), P04156; inhibition, % at 13.8 µM; in the data active = inhibition above about 24%; also: 0% = median of the test wells and 100% = reference compound wells
Anthrax LF prot: Bacillus anthracis LF protease inhibitors, primary screen, biochemical, multiplex microsphere, MLPCN library. multiplex microsphere protease cleavage assay. inhibition, % at 10 µM. actives 0.12% (n = 360,000). AID 588501, 2011; also: plate controls were buffer without enzyme for full effect and enzyme alone for no effect
* = called active by the depositor; i = inactive; ? = inconclusive; · = no result given; & = joins results of further samples. Rule as the data show it, unless noted: active = inhibition above about 30%; inconclusive = no clear call, values can overlap the other calls; inactive = below that. The list is partial; the hit share may differ from the screen's.

molecule	SSB-PriA inh	Vc quorum ag	BoNT A protease	PfHsp40 rescue	TcdB GH inh	3CLpro inhibitor	Y pestis TopoI	PrPC TRFRET	Anthrax LF prot
COc1cccc(C2NC(=O)NC(C)=C2C(=O)OCC2CCCCC2)c1 (stereo not given)	-6	1.0	-1.2	1.5	0.3	-4	1	3	-11
Cc1ccc(N(CC(=O)NCc2cccnc2)S(C)(=O)=O)cc1C	0	1.5	1.4	-0.1	·	-4	-1	4	-1
CCC(C)(C)n1nnnc1C(c1ccc2ncccc2c1)N1CCN(Cc2ccc3c(c2)OCO3)CC1 (stereo not given)	-5	i	0.3	0.8	·	-3	5	-11	-2
CCc1c(Nc2ccccc2C)nc(N)[nH]c1=O	-6	1.7	0.2	0.5	-1.4	·	5	4	-4
C=Cc1ccc(Cn2c(C)c(C(=O)NCc3cccc([N+](=O)[O-])c3)sc2=O)cc1	·	i	0.0	·	0.9	·	27	-2	-8
O=C(c1cccc(Oc2ccc([N+](=O)[O-])cc2Cl)c1)N1CCOCC1	-5	i	-0.3	-0.3	-1.1	-3	0	-15	-1
O=C(CN(Cc1ccccc1)S(=O)(=O)c1ccccc1)N1CCOCC1	-5	·	0.3	-0.6	·	-1	-1	0	-13
N#Cc1c(/N=C/N2CCCC2)oc(-c2ccccc2)c1-c1ccccc1	·	2.8	-0.5	0.1	·	-2	16	-7	-5
CC(C)=CCN1CC[C@@]2(C)c3cc(O)ccc3CC1C2C (stereo not given in full)	4	0.5	0.3	-0.8	0.7	·	-3	-5	2
O=C1CC(O)(c2ccccc2)C(c2ccccc2)=C1c1ccccc1 (stereo not given)	11	8.3	-1.9	2.8	·	6	4	-3	-2
COc1cccc(C2CC(c3ccc(Cl)cc3Cl)Nc3nc(N)nn32)c1 (stereo not given)	8	3.3	0.7	-0.5	·	4	7	-2	4
CC1CCc2c(C(=O)NCC3CCCO3)csc2C1 (stereo not given)	-15	3.1	0.2	1.8	·	-3	-2	4	-4
C=CCNc1nc(C(=O)OCC(=O)c2ccc(C)c([N+](=O)[O-])c2)cs1	9	·	-4.2	0.0	0.1	-6	1	-1	?
C=CCNC(=O)c1cc2c(=O)n3ccccc3nc2s1	-3	0.0	0.5	-0.4	2.4	2	0	-23	16
CC(=O)c1ccc(OCCCC(=O)Nc2ccc(C)c(S(=O)(=O)N3CCCCC3)c2)cc1	-9	-0.4	·	2.4	-0.8	·	-8	-1	·
Cn1c(=O)n(CC#N)c2ccccc21	7	i	-0.4	0.4	·	1	8	5	0
O=C(NCc1nc2ccccc2[nH]1)C1=C[C@H](C2CC2)C[C@H](OCc2ccc(CO)cc2)O1	-12	i	0.5	-0.3	-4.4&-0.7	·	19	-4	6
O=S1(=O)CCN(Cc2csc(-c3cccs3)n2)CC1	-4	i	0.2	-1.6	0.3	2	-12	-12	-9
CN(C)c1ccc(CNC23CN4CN(CN(C4)C2)C3)cc1	-14	54*	-0.3	1.2	·	4	6	-4	-1
CC(=O)N(C(C)=O)c1ncn(C)c1S(=O)(=O)Nc1ccccc1	-7	1.2	0.0	0.5	1.3	·	-4	-7	0
CC(C)S(=O)(=O)N1CCCC(c2cc(C(=O)Nc3ccc(F)c(Cl)c3)no2)C1 (stereo not given)	·	i	-0.3	·	1.0	·	2	10	7
COc1ccc(CC2(CCc3ccncc3)C(=O)NC(=O)NC2=O)c(OC)c1	-28	-1.0	0.7	0.3	0.0	-6	-5	9	5
CCc1cc(=O)oc2cc(C)cc(OC(=O)c3ccco3)c12	-6	-3.1	-0.7	1.0	·	0	6	-1	4
O=S(=O)(NCC1CCCO1)c1ccc(S(=O)(=O)N(Cc2ccccn2)C2CC2)cc1 (stereo not given)	-6	i	0.1	-0.3	·	-5	4	-5	-1
COc1ccc(/C=N/S(=O)(=O)c2cccs2)cc1	·	-0.4	-0.7	-0.5	·	-3	1	-2	-2
COC(CNC(=O)c1c[nH]c2ccc(S(=O)(=O)N(C)c3ccc(F)cc3)cc2c1=O)OC	1	-7.7	-3.1	0.4	-7.4	1	14	2	-12
COc1ccccc1NC(=O)/C=C/C(N)=O	1&-3	i	1.9	0.3	2.7	1	9	-1	0
O=S(=O)(c1ccccc1)N1CCN(S(=O)(=O)c2ccccc2)c2ccccc21	-10	-8.3	-0.4	-0.9	6.7	·	-15	0	3
CCCSc1nnc(-c2cccc(S(=O)(=O)N(C)C)c2)n1-c1cc(OC)ccc1OC	-2	-0.2	0.0	-0.7	·	-5	11	2	-2
O=C(CCc1nnc(C2CCCCC2)o1)NCCCOc1cccnc1	0	-0.5	0.0	-0.4	1.0	-3	-1	6	0
CSc1nc2sc3c(c2c(=O)[nH]1)CCC(C)C3 (stereo not given)	4	-0.5	0.0	?	0.3	2	4	2	-4
Oc1cccc(CN2CCCCC2)c1	-9	0.5	0.1	0.9	·	1	-6	·	0
O=C(CN1CCN(S(=O)(=O)c2ccccc2F)CC1)Nc1ccnn1C1CCCC1	-1	i	0.2	0.1	-0.4	·	-4	-3	5
CO/N=C/c1cc([N+](=O)[O-])ccc1Sc1ccc(C)cc1	·	-3.6	?	-1.0	·	-2	1	8	-1
CCCC(=O)N1CCCC(c2cc(C(=O)NCc3ccc(F)cc3)no2)C1 (stereo not given)	·	-2.5	-0.1	·	1.2	·	2	-5	-3
CSc1cccc(NC(=O)N2CCc3ccc(NC(=O)c4ccccn4)cc3C2)c1	-9	i	1.8	3.1	1.9	2	-4	4	-3
C=CCC1(CC=C)CCCN1C(=O)CC1C(=O)NCCN1Cc1cccc(OC)c1 (stereo not given)	-3	-0.2	-1.1	0.6	0.7	-1	19	7	-3
COC(=O)COc1ccccc1C(=O)Nc1ccc(OC)cc1	3	-0.2	0.4	-0.1	1.7	-4	1	-1	2
COCCCNC(=O)CCc1nc2cccnc2n1Cc1ccc(OC)cc1	-12	-1.2	0.9	1.5	·	-2	4	4	4
CCOC(=O)c1c(CSc2ccc(C)cc2)n(C)c2cc(Br)c(O)c(CN(C)C)c12	53	-0.9	-0.9	0.8	2.1	0	17	2	-7
CN(C)c1ccc(CN(C(=O)COc2ccc(F)cc2)C2CCS(=O)(=O)C2)cc1 (stereo not given)	1	i	-2.7	-0.9	-9.5	-2	9	·	-4
O=C(Nc1cccs1)Nc1ccccc1Cl	4	i	0.9	-0.2	·	-1	-10	10	8
CC1CCCC(C)N1C(=O)CN1c2cccc3cccc(c23)S1(=O)=O (stereo not given)	-2	0.6	-4.5	-1.0	-0.8	·	3	-8	-1
CN(Cc1nc(-c2ccncc2)no1)S(=O)(=O)c1ccc(Cl)cc1	-32	i	2.0	1.2	·	-1	-4	-3	-4
Cc1ccc(CN(C)C(=O)COC(=O)CSc2cc(C)c3ccccc3n2)cc1	-5	i	1.1	-0.4	2.6	·	39	8	-3
O=C1CCCCC1Nc1ccc([N+](=O)[O-])cc1 (stereo not given)	-3	0.8	-0.1	0.9	0.9	·	5	-11	2
COc1ccc(-n2c(C)nnc2SCC(=O)N2C(C)CCCC2C)cc1 (stereo not given)	9	3.8	-0.7	12	5.4	-3	-1	-5	-2
C=C[C@@H]1c2ccccc2N(S(=O)(=O)c2ccc(C)cc2)[C@H](c2ccccc2)C1(C#N)C#N	-2	i	-0.3	5.4	1.9	·	-3	8	-1
CC(O)c1nc2c(c(=O)n(C)c(=O)n2C)n1C (stereo not given)	-20	-1.1	0.1	0.3	-0.3	-2	2	-8	-6
CS(=O)(=O)c1ccc(C(=O)N(CCc2ccccc2)Cc2ccccc2)cc1	-5	-0.1	-5.8	-0.2	0.5	-1	31	5	6

Overlap with the part before: 4 compounds, then new ones.
molecule	SSB-PriA inh	Vc quorum ag	BoNT A protease	PfHsp40 rescue	TcdB GH inh	3CLpro inhibitor	Y pestis TopoI	PrPC TRFRET	Anthrax LF prot
COc1ccc(-n2c(C)nnc2SCC(=O)N2C(C)CCCC2C)cc1 (stereo not given)	9	3.8	-0.7	12	5.4	-3	-1	-5	-2
C=C[C@@H]1c2ccccc2N(S(=O)(=O)c2ccc(C)cc2)[C@H](c2ccccc2)C1(C#N)C#N	-2	i	-0.3	5.4	1.9	·	-3	8	-1
CC(O)c1nc2c(c(=O)n(C)c(=O)n2C)n1C (stereo not given)	-20	-1.1	0.1	0.3	-0.3	-2	2	-8	-6
CS(=O)(=O)c1ccc(C(=O)N(CCc2ccccc2)Cc2ccccc2)cc1	-5	-0.1	-5.8	-0.2	0.5	-1	31	5	6
c1csc(CN2CCNCC2)c1	-2	-3.1	-0.8	-1.5	0.2	0	6	3	-5
CCC1(C)Cc2nc3sc(C(=O)O)c(N)c3cc2CO1 (stereo not given)	6	-0.3	6.3	3.5	·	2	11	-1	10
Cc1cc(=O)[nH]c(NC(=O)Cc2ccccc2)n1	8	-0.6	-0.5	-0.5	-0.9	·	-3	-4	0
CCOC(=O)C1=C(COC(=O)CNC(=O)c2cccc(C)c2)NC(=O)NC1C (stereo not given)	3	i	-2.1	1.6	1.1	·	-1	3	-2
CCCCn1c(N)c(N(CCOC)C(=O)COC(=O)/C=C/c2ccc(Br)cc2)c(=O)[nH]c1=O	8	-0.1	-1.6	1.0	-0.1	0	2	5	2
O=C(CCN1C(=O)/C(=C/c2ccc(Cl)cc2)SC1=S)Nc1cccnc1	3&-7	-0.3	1.3	-1.1	-4.0	-1	5	4	1
C[C@@H]1CN([C@@H](C)CO)C(=O)c2cccc(NS(=O)(=O)c3ccc(F)cc3)c2O[C@H]1CN(C)C(=O)NC1CCCCC1	-3	1.2	-0.3	1.1	1.8&-0.8	·	14	-9	-7
CCOC(=O)c1[nH]c(C)c(C(=O)N(CC)CC)c1C	0	-0.1	-0.5	1.4	1.4	2	-5	-4	3
